aDG glyco up: increases alpha dystroglycan glycosylation | AID 624168 | 360,000 compounds, 0.22% hits | Pro5-aDG cells, alpha-DG glycosylation AlphaScreen (IIH6); 0% Pro5, 100% B10-LARGE cell signal | activation, % at 10 µM;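 active = activation of at least 8% versus controls, or a plate z-score of at least 8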;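 also: Pro5 are CHO cells carrying HIG-tagged alpha-DG that lacks glycosylation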
MC4R antag cAMP: antagonists of human melanocortin 4 receptor (MC4R) | MC4R-expressing cells, MTII-stimulated cAMP, LANCE TR-FRET | 360,000 compounds, 0.48% hits | P32245 | AID 540295 | inhibition, % at 6.5 µM;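 active = inhibition above its plate's cutoff, the mean of tested wells on that plate plus 3 SD, cut at about 29% in these data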;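 also: 0% = Melanotan II alone and 100% = Melanotan II plus saturating MCL0020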
Target sequence (P32245 whole entry, looked up): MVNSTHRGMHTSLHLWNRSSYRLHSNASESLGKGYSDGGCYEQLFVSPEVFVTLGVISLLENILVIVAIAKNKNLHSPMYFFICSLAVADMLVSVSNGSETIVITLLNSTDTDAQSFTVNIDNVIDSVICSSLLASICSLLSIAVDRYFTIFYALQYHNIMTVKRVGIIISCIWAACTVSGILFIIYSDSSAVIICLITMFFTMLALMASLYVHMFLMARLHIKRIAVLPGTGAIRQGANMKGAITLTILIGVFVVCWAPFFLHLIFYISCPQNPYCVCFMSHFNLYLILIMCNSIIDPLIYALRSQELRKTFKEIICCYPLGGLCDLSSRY
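Assay system: U2OS cells stably expressing human melanocortin 4 receptor (MC4R) / Dosing: 6.5 µM / Timing: compound 30 min, challenge 1 h, detection 1 h / Measured by: Eu-cAMP/anti-cAMP TR-FRET, emission 671 nm / Replicates: singlicate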
Granule exo inh: blocks lytic granule exocytosis; TALL-104 LAMP-1 surface exposure, flow cytometry; cells stimulated with thapsigargin and PMA; inhibition, % at 10 µM; 360,000 compounds, 0.66% hits; AID 651702;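 active = inhibition above about 55%, limit read from the data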
ABHD5-PLIN5 inh: blocks binding of human ABHD5 to perilipin-5; Q00G26+Q8WTS1; Split G. princeps luciferase complementation, luminescence, 4 h; inhibition, % at 4 µM; 360,000 compounds, 0.78% hits;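 active = inhibition above the mean inhibition across every tested compound plus 3 SD, cut at about 22% in these data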;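 also: 0% = DMSO only wells and the 100% control is not disclosed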
HTR2A ag: mouse HTR2A agonism via beta-arrestin recruitment. activation, % at 7.6 µM. CHO-K1 mHTR2A beta-arrestin complementation, luminescence; percent of 30 µM serotonin response. 360,000 compounds, 0.66% hits. AID 624169. P35363;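 active = activation above a run cutoff, the mean activation of all tested compounds plus 3 SD, cut at about 14% in these data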;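 also: 0% = plate median of compound wells and 100% = 30 µM serotonin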
Target sequence (P35363 whole entry, looked up): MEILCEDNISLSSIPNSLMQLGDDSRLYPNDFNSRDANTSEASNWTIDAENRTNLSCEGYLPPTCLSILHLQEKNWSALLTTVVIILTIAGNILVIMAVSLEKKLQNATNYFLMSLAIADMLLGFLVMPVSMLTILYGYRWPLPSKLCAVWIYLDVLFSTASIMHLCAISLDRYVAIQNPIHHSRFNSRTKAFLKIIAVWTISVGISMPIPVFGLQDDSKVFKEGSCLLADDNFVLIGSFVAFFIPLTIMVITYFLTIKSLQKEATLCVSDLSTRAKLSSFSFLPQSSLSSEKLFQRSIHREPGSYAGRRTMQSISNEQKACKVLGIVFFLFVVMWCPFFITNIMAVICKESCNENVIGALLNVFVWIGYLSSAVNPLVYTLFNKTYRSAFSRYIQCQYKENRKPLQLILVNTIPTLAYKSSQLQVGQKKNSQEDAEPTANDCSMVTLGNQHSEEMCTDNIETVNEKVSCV
ABCB6 inh 2: inhibitors of human ABC transporter ABCB6. Q9NP58. K562-ABCB6 porphyrin accumulation, flow cytometry, 1 h; active compounds read low. fluorescence ratio to DMSO, % at 10 µM. 360,000 compounds, 0.19% hits. AID 602162;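 active = fluorescence ratio to DMSO below 75%, the collection mean minus 3 SD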;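 also: signal is porphyrin accumulated inside mitochondria; 100% equals median channel fluorescence of DMSO control wells; lower ratio means ABCB6 inhibition with less porphyrin fluorescence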
Cardio protect: myocardial damage modulation in H9c2 cells. 360,000 compounds, 0.63% hits. H9c2 cardiomyocytes, H2O2 injury protection, ATPLite, 2 h. protection from H2O2 cell death, % at 20 µM. AID 588492;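 active = compounds giving at least 50% protection of heart cells from peroxide-induced death in the single-dose screen, raw or plate-pattern-corrected value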;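 also: 0% = DMSO wells with peroxide and 100% = DMSO wells without peroxide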
MC4R barr agon: agonists of human melanocortin 4 receptor (MC4R) beta-arrestin; U2OS MC4R beta-arrestin complementation, luminescence; percent of melanotan II response, DMSO zero; 360,000 compounds, 0.98% hits; activation, % at 8.9 µM; P32245;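 active = activation above a per-plate cutoff, the mean activation of sample wells on that plate plus 3 SD, cut at about 8% in these data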
N-glyco inh: blocks N-linked glycosylation in D54 reporter cells | AID 588692 | 360,000 compounds, 0.23% hits | D54 ERlucT glycosylation luciferase reporter, 24 h; percent of 100 nM tunicamycin response | reporter increase, % at 12.5 µM;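 active = mean luciferase reporter signal, scaled so untreated is 0 and the glycosylation-blocking control 100, at or above a set limit in every replicate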;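 also: luciferase carries N-glycosylation sites so blocking glycosylation raises the light; 0% = median of neutral control wells and 100% = median of 100 nM tunicamycin wells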
hiPSC survival: increases survival of single human iPS cells | hiPSC single-cell survival, ATPlite luminescence; 100% = ROCK inhibitor wells, 0% = DMSO | 360,000 compounds, 0.044% hits | survival enhancement, % at 20 µM; in the data active = survival enhancement above about 18%;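 also: cells exposed to compounds for 16 hours before the ATP read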
Active calls of the source: *; / = not tested or not shown.

Field names: A = aDG glyco up; B = MC4R antag cAMP; C = Granule exo inh; D = ABHD5-PLIN5 inh; E = HTR2A ag; F = ABCB6 inh 2; G = Cardio protect; H = MC4R barr agon; I = N-glyco inh; J = hiPSC survival
O=C1[C@@H]2C(c3ccccc3Cl)=NO[C@@H]2C(=O)N1Cc1ccccc1
  A = 0.1	B = -2	C = -2	D = 5	E = 1	F = 91	G = 19	H = -1.2	I = 1	J = -0.6
Cn1c(=O)c(C(=O)NNC(=O)c2ccccc2Cl)c(O)c2ccccc21
  A = -0.1	B = 20	C = -15	D = 11	E = 2	F = 104	G = 14	H = 4.3	I = -1	J = 1.0
CS(=O)(=O)c1ccc(Nc2nc(C(N)Cc3ccccc3)cs2)cc1 (stereo not drawn)
  A = 0.2	B = -5	C = 9	D = 3	E = 0	F = 90	G = 1	H = -1.3	I = -2	J = 0.0
Cc1cc(NC(=O)COC(=O)CSCc2ccc(Cl)c(Cl)c2)no1
  A = -0.2	B = 3	C = -3	D = 3	E = 2	F = 100	G = -4	H = 1.3	I = 1	J = 3.3
COc1ccc(C(=O)c2ccc(Cl)cc2Cl)cc1
  A = 0.0	B = -2	C = -1	D = -8	E = 0	F = 93	G = -15	H = 3.6	I = 0	J = 2.8
COc1ccc(OCC(O)Cn2ccnc2C)cc1 (stereo not drawn)
  A = 0.2	B = 12	C = 7	D = 4	E = 7	F = 102	G = -1	H = 0.5	I = 0	J = 0.2
CCCCCN(C(=O)CCC(=O)OC(C)C(=O)c1ccc(Cl)cc1)c1c(N)n(CCCC)c(=O)[nH]c1=O (stereo not drawn)
  A = 0.0	B = 10	C = -2	D = 7	E = 3	F = 95	G = 0	H = -2.1	I = 1	J = -0.3
Cc1cc(O)c(C(C)C)cc1NC(=O)Nc1ccc([N+](=O)[O-])cc1
  A = 0.0	B = -4	C = 2	D = 3	E = -5	F = 93	G = -10	H = 1.3	I = -5	J = -0.9
CCOC(=O)N1CCN(C(=O)COC(=O)COc2c(C)cc(C)cc2C)CC1
  A = 2.2	B = 3	C = 3	D = 8	E = -4	F = 95	G = -6	H = -1.8	I = 0	J = 0.6
COc1ccc(S(=O)(=O)N2CCN(C(=O)c3ccc4ccccc4n3)CC2)cc1
  A = 0.1	B = 4	C = 2	D = 6	E = 0	F = 101	G = -2	H = -2.1	I = 3	J = 0.0

Following part.
Field names: A = aDG glyco up; B = MC4R antag cAMP; C = Granule exo inh; D = ABHD5-PLIN5 inh; E = HTR2A ag; F = ABCB6 inh 2; G = Cardio protect; H = MC4R barr agon; I = N-glyco inh; J = hiPSC survival
Cc1ccc(C(=O)NC(=S)N2CCN(c3ccc([N+](=O)[O-])cc3)CC2)cc1
  A = 0.2	B = -1	C = -2	D = 0	E = 0	F = 100	G = 0	H = 2.8	I = 2	J = -0.9
O=c1[nH][nH]c2c1[C@@H](c1ccc(F)cc1)O[C@H](CCc1ccccc1)C2
  A = 0.1	B = /	C = 2	D = 16	E = -7	F = 100	G = /	H = /	I = /	J = -0.1
Cc1ccc(CCNS(=O)(=O)c2cc3c(cc2C)NC(=O)CO3)cc1
  A = 0.5	B = 24	C = -4	D = 6	E = -10	F = 97	G = -9	H = 0.9	I = 0	J = 0.1
CC(=Nc1ccc(O)cc1)c1sc2ccccc2c1O
  A = -0.1	B = 6	C = 0	D = -10	E = 9	F = 91	G = -16	H = -1.5	I = -7	J = -2.6
Cc1c([N+](=O)[O-])c2ccc(O)cc2n1-c1ccccc1
  A = 0.0	B = 0	C = -3	D = 4	E = -5	F = 93	G = 12	H = 2.3	I = -8	J = -0.3
C=CCOc1ccccc1CNCc1cccnc1
  A = 2.6	B = -5	C = 1	D = -1	E = -3	F = 97	G = 3	H = -2.4	I = -2	J = -1.1
CN1C(=O)[C@H]2[C@@H](c3ccc(C(F)(F)F)cc3)N[C@]3(CCCN(CC4CCCCC4)C3=O)[C@H]2C1=O
  A = 0.0	B = -1	C = -4	D = -5	E = 1	F = 93	G = -14	H = -0.5	I = 2	J = -2.3
COC(=O)c1ccccc1NC(=O)CN1CCOCC1
  A = -0.1	B = 5	C = -7	D = -3	E = -1	F = 102	G = 0	H = -1.6	I = 2	J = -0.2
N#CCC(=O)N1CC2(CC(c3cccc(NC(=O)COc4ccc(Cl)cc4)c3)=NO2)C[C@@H]1C(N)=O (stereo partly drawn)
  A = 0.2	B = 9	C = 0	D = 7	E = -4	F = 97	G = -2	H = 2.9	I = 1	J = -3.7
Cc1ccc(NC(=O)C2OCCc3ccccc32)cc1 (stereo not drawn)
  A = 0.1	B = 14	C = -3	D = -2	E = -1	F = 101	G = -2	H = -0.1	I = -1	J = -0.1

Remaining list, next part.
Field names: A = aDG glyco up; B = MC4R antag cAMP; C = Granule exo inh; D = ABHD5-PLIN5 inh; E = HTR2A ag; F = ABCB6 inh 2; G = Cardio protect; H = MC4R barr agon; I = N-glyco inh; J = hiPSC survival
Nc1ccc(-n2nc(C(F)(F)F)cc2C(F)(F)F)cc1
  A = 0.0	B = 3	C = 6	D = -3	E = 4	F = 94	G = 6	H = 2.4	I = 0	J = -0.3
COc1ccc(NC(=O)c2sc3nc(N4CCOCC4)c4c(c3c2N)CCCC4)cc1
  A = -0.1	B = 4	C = -8	D = 6	E = -1	F = 88	G = 5	H = -0.8	I = 2	J = -0.4
CCC(Oc1ccccc1)C(=O)Nc1nnc(S(=O)(=O)Nc2ccccc2)s1 (stereo not drawn)
  A = 0.1	B = 5	C = 0	D = 1	E = 14	F = 101	G = 12	H = -0.3	I = 2	J = 0.3
COc1ccc(CCN2C(=S)N(c3ccc(Cl)cc3)C(=O)C2CC(N)=O)cc1OC (stereo not drawn)
  A = 0.5	B = 16	C = 6	D = 0	E = 1	F = 96	G = 2	H = -0.4	I = 0	J = 5.4
CCOC(=O)C1=C(C)C2C3C(=O)N(c4ccccc4C)C(=O)C3C1(C)C1C(=O)N(c3ccccc3C)C(=O)C21 (stereo not drawn)
  A = 0.0	B = 31*	C = -2	D = 9	E = -1	F = 104	G = 9	H = -0.7	I = -2	J = 0.8
CCOC(=O)c1nc(Nc2ccccc2)c2ccccc2n1
  A = 0.0	B = -2	C = 2	D = -6	E = -1	F = 100	G = 6	H = -0.2	I = 3	J = 1.7
CCN(Cc1ccc(OC)c(COC)c1)CC1CCCN(CCc2cccc(OC)c2)C1 (stereo not drawn)
  A = 0.0	B = 7	C = 72*	D = 4	E = -6	F = 105	G = -10	H = -0.3	I = -1	J = -0.7
CC(SCc1ccccc1)C(=O)Nc1ccc2c(c1)OCO2 (stereo not drawn)
  A = 0.2	B = 1	C = -2	D = -3	E = 0	F = 88	G = -3	H = 0.8	I = -2	J = -3.4
COc1ccc(OC)c2[nH]c(=O)c(CCNC(=O)c3cc4ccccc4o3)cc12
  A = -0.3	B = 14	C = 2	D = -7	E = 0	F = 99	G = 40	H = 2.3	I = 0	J = -2.0
O=C(NC1CCOC1)c1cc(COc2cccc(C(F)(F)F)c2)on1 (stereo not drawn)
  A = 0.0	B = 4	C = 0	D = -4	E = 2	F = 101	G = -6	H = -3.5	I = 0	J = -0.6

The list goes on, starting with the last 2 of the part before.
Field names: A = aDG glyco up; B = MC4R antag cAMP; C = Granule exo inh; D = ABHD5-PLIN5 inh; E = HTR2A ag; F = ABCB6 inh 2; G = Cardio protect; H = MC4R barr agon; I = N-glyco inh; J = hiPSC survival
COc1ccc(OC)c2[nH]c(=O)c(CCNC(=O)c3cc4ccccc4o3)cc12
  A = -0.3	B = 14	C = 2	D = -7	E = 0	F = 99	G = 40	H = 2.3	I = 0	J = -2.0
O=C(NC1CCOC1)c1cc(COc2cccc(C(F)(F)F)c2)on1 (stereo not drawn)
  A = 0.0	B = 4	C = 0	D = -4	E = 2	F = 101	G = -6	H = -3.5	I = 0	J = -0.6
CC/C(C)=C1\SC(N2CCN(c3cccc(C(F)(F)F)c3)CC2)=NC1=O
  A = 3.1	B = 9	C = -2	D = 0	E = -4	F = 87	G = -12	H = 4.1	I = -1	J = 0.0
Cc1cccc(NC(=O)c2cc(-c3c(C)cc(C)cc3O)n[nH]2)c1
  A = 0.0	B = 12	C = 7	D = -3	E = -3	F = 102	G = 1	H = 3.7	I = 2	J = 3.3
O=C1NCCOC(=O)[C@H](Cc2ccc(F)cc2)CC/C=C/C[C@H]1CC(=O)N(CCO)Cc1ccccc1
  A = 0.0	B = 2	C = 21	D = 0	E = 3	F = 95	G = -2	H = -2.4	I = 1	J = 1.0
COc1cc(-c2nnc(CSc3nnc(Nc4ccc(Oc5ccccc5)cc4)s3)o2)cc(OC)c1OC
  A = -0.2	B = 3	C = -1	D = -5	E = -1	F = 83	G = -4	H = -2.0	I = -5	J = -1.0
COc1ccc(C(=O)N/N=C(\N)c2cc3ccccc3oc2=O)cc1
  A = 0.0	B = -6	C = 0	D = -6	E = -7	F = 77	G = 2	H = -0.8	I = 0	J = -0.6
O=S(=O)(NCc1cccnc1)c1ccccc1
  A = 0.0	B = -2	C = 0	D = -3	E = -1	F = 96	G = 6	H = 0.6	I = 1	J = 0.1
CSC[C@H]1CN(Cc2ccccc2)C(=O)[C@@H]1CC(=O)Nc1ccc(Br)cc1
  A = 0.1	B = 5	C = 36	D = -2	E = -5	F = 89	G = -1	H = -1.2	I = 0	J = 4.4
O=C(O)c1ccc(NS(=O)(=O)c2cc(C(=O)O)ccc2Br)cc1
  A = 1.3	B = -1	C = -4	D = 7	E = 2	F = 97	G = -3	H = 0.1	I = 2	J = -0.9
CCN(C(=O)Cn1c([N+](=O)[O-])cnc1C)c1ccccc1
  A = 0.0	B = 15	C = 0	D = 4	E = 4	F = 104	G = 6	H = 2.3	I = 2	J = 1.2
Cc1cccc(Cc2c(C)nc3c(C(=O)N4CCN(Cc5ccc6c(c5)OCO6)CC4)cnn3c2C)c1
  A = 0.0	B = -4	C = 0	D = 10	E = -1	F = 99	G = 1	H = 1.5	I = 1	J = 1.5
C/C(N)=C(/C#N)C(=O)CSc1ccccc1F
  A = -0.1	B = 22	C = -3	D = 2	E = 0	F = 97	G = -1	H = 0.3	I = -1	J = -0.9
CC(C)(C)NC(=O)C1C(c2ccc(C(F)(F)F)cc2)=Nc2ccccc2N1C(=O)c1cccc2ccccc12 (stereo not drawn)
  A = -0.3	B = /	C = -2	D = -12	E = -1	F = /	G = /	H = /	I = /	J = /
N#Cc1cc(Oc2ccccc2)c(-n2nnc3ccccc32)cc1C#N
  A = 0.1	B = -3	C = -4	D = -4	E = -2	F = 86	G = 4	H = 0.4	I = 0	J = -2.8

Complete entries from above:
Cc1cccc(NC(=O)c2cc(-c3c(C)cc(C)cc3O)n[nH]2)c1 is listed as aDG glyco up: 0.0; MC4R antag cAMP: 12; Granule exo inh: 7; ABHD5-PLIN5 inh: -3; HTR2A ag: -3; ABCB6 inh 2: 102; Cardio protect: 1; MC4R barr agon: 3.7; N-glyco inh: 2; hiPSC survival: 3.3
CC(C)(C)NC(=O)C1C(c2ccc(C(F)(F)F)cc2)=Nc2ccccc2N1C(=O)c1cccc2ccccc12 (stereo not drawn) is listed as aDG glyco up: -0.3; MC4R antag cAMP: /; Granule exo inh: -2; ABHD5-PLIN5 inh: -12; HTR2A ag: -1; ABCB6 inh 2: /; Cardio protect: /; MC4R barr agon: /; N-glyco inh: /; hiPSC survival: /

Screens from PubChem.
